High-throughput results (PubChem BioAssay)
IMPase Li cell: membrane-permeable IMPase blocker, potentiated with lithium. CHO-M1 cells, IP1 TR-FRET (IP-One), carbachol + lithium. Potency, µM (doses to about 59.4 µM), inactives show at the top dose activity, negative = IMPase inhibition, most hits filed as inhibitors. actives 0.35% (n = 210,000). AID 1457;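 further: IP1 builds up when IMPase is blocked and the TR-FRET signal falls; potency means the concentration at half of the fitted maximal effect; plate controls were basal vehicle for no effect and high inhibitor control for full effect; nearly all actives have a fitted effect of over 50% in size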
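CHO cells stably expressing M1 receptor (2000/well) were cultured 16–30 h, then exposed to compounds with a small lithium addition for 30 min at 37C. IP1 was measured by TR-FRET competition; AC50 from Hill fits.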
NPSR antag: antagonists of human neuropeptide S receptor cAMP signaling. Q6W5P4. CHO-NPSR cells, cAMP TR-FRET, antagonist mode. Potency, µM (top dose mostly 38.3 µM), without a hit: at the highest dose activity change, negative = inhibition, actives largely listed as inhibitors. actives 1% (n = 220,000). AID 1461; further: potency means the concentration at half of the fitted maximal effect; on the % scale 0 is the no-effect control and ±100 the full control effect; nearly all actives have a fitted effect of over 50% in size; many of its hits are not listed in these tables
Epigenetic derep: epigenetic control regulation, reporter derepression. murine LDR cells, GFP reporter derepression, 30 h. Potency, µM (highest dose often 53.9 µM), inactives show at the highest dose GFP activation, most hits filed as activators. actives 0.2% (n = 280,000). AID 1865; further: potency means the concentration at half of the fitted maximal effect; % of control where 0% means no effect; nearly all actives have a fitted effect of over 60% in size
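Readout is the number of GFP-expressing murine LDR cells, counted by cytometry following washing. Cells were treated with compound for 30 h at 37 C; the stably integrated CMV-GFP locus is normally silent.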
aGal spleen mod: inhibits or activates alpha-galactosidase in human spleen homogenate | P06280 | human spleen homogenate, 4MU-alpha-Gal fluorescence, 40 min | Potency, µM (titrated, usually from 80 µM), for inactives: at the highest dose activity change, negative = inhibition, actives largely listed as inhibitors | actives 0.008% (n = 240,000) | AID 2107;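 further: potency means the concentration at half of the fitted maximal effect; 0% = enzyme with vehicle and -100% = no enzyme basal signal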
Target sequence (P06280 32-429 limits assumed): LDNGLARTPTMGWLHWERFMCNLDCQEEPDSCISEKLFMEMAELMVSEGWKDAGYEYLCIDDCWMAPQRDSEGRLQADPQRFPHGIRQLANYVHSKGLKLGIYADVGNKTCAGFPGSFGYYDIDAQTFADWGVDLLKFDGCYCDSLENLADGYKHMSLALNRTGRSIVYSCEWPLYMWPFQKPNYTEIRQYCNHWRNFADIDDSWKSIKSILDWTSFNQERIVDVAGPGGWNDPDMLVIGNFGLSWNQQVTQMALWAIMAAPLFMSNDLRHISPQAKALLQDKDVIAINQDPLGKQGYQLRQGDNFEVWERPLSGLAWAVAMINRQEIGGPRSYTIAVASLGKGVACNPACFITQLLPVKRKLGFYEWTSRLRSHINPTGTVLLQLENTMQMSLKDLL
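Fluorogenic readout (Ex 365/Em 440 nm) of 4-methylumbelliferone released from 1 mM 4-MU-alpha-galactoside by spleen homogenate, 40 min at 37C, pH 5.0. Data normalized to no-enzyme and enzyme controls; Hill-equation AC50 from compound titrations.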
CBFb RUNX1 block: CBF-beta/RUNX1 interaction disruption | Q01196+Q13951 | AlphaScreen CBFb-His/RUNX1-biotin binding, biochemical | Potency, µM (titrated, usually from 59.8 µM), for inactives: at the highest dose activity, negative = inhibition, actives largely listed as inhibitors | 230,000 tested, under 10 active; further: % of control where 0% means no effect
Target sequence (Q01196 whole entry, looked up): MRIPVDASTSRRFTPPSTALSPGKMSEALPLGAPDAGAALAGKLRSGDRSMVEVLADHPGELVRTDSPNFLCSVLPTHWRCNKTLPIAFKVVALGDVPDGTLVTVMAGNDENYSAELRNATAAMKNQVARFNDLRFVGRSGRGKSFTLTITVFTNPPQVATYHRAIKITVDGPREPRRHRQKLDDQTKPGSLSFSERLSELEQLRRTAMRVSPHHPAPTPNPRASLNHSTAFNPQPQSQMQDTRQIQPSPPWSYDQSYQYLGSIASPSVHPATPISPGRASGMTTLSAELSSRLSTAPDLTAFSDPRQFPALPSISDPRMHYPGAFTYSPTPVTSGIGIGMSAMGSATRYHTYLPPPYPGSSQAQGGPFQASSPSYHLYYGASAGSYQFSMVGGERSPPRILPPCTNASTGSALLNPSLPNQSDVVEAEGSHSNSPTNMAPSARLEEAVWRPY
Target sequence (Q13951 whole entry, looked up): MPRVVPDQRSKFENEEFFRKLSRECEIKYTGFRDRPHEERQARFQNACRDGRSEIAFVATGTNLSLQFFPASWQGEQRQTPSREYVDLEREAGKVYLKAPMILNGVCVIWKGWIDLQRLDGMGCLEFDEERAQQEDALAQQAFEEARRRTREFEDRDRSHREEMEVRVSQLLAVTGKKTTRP
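Room-temperature protein-protein interaction test with 30 nM each of His-tagged CBF-beta and biotinylated RUNX1, 15 min with compound, then 90 min with nickel plus streptavidin beads. Signal read in AlphaScreen mode.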
Lamin A splicing: modulators of lamin A splicing. HeLa LMNA splicing GFP/RFP minigene ratio, 48 h. actives 0.01% (n = 200,000). Potency, µM (titrated, usually from 46.1 µM), without a hit: at the highest dose ratio change, negative = inhibition, hits mostly inhibitors. AID 1487; active means well fitted inhibition curve with a large enough effect in the signal ratio, with a control signal flat, not every such curve was filed as active; inconclusive means small, poorly fitted or top-dose-only effect, or effect the other way, or a change in a side signal; the % refers to the signal ratio; further: potency means the concentration at half of the fitted maximal effect; on the % scale 0 is the no-effect control and ±100 the full control effect
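Read-out is the ratio of GFP to DsRed2 object intensity, acquired by 488 nm laser-scanning cytometry on HeLa lamin A-EGFP minigene reporter cells. Compound incubation 48 hrs at 37 °C in Opti-MEM with 2% FBS; DMSO 0.5% final.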
KinaseGlo FLuc: Kinase-Glo luciferase inhibition (counter-screen); Q27757; Kinase-Glo luciferase, ATP luminescence, 8 min; Potency, µM (top dose mostly 38.3 µM), inactives show at the top dose activity change, negative = inhibition, hits mostly inhibitors; actives 0.28% (n = 200,000); AID 1379; further: potency means the concentration at half of the fitted maximal effect; on the % scale 0 is the no-effect control and ±100 the full control effect; nearly all actives have a fitted effect of over 60% in size
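Compound is pinned into ATP-containing buffer (10 uM ATP, imidazole pH 7.2, 7 mM MgCl2). Kinase-Glo luciferase reagent is then added. Light output is recorded following an 8-min room-temperature incubation.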
* = called active by the depositor; ? = inconclusive; nt = not tested or not shown; & = joins results of further samples; [ ] = dose if it differs, or a comment. Unless noted, the call rests on the fitted dose curve; in most records, active means well fitted curve in the direction sought with a large enough effect; inconclusive means small, poorly fitted or top-dose-only effect, or another doubt; inactive means no such curve, though single readings can be large; an effect the other way counts as inactive or inconclusive.

compound | IMPase Li cell | NPSR antag | Epigenetic derep | aGal spleen mod | CBFb RUNX1 block | Lamin A splicing | KinaseGlo FLuc
CCOC(=O)Cc1csc(NC(=O)COc2ccc(N(C)S(=O)(=O)c3cccs3)cc2)n1 | 20%[38.3 µM] | -20%[46.1 µM] | 4.0% | 3% | -5% | 1% | -2%
Cc1nc([N+](=O)[O-])cn1CC(O)c1ccccc1 (centres undefined) | nt | -10% | 0.1% | -4% | 6% | nt | nt
CCOC(=O)C1=C(Nc2ccc(C)cc2)CC(C)(O)C(C(=O)OCC)C1c1ccccc1 (centres undefined) | 19%[38.3 µM] | -22%[46.1 µM] | -1.2% | -3% | -1% | -2% | 2%
Cc1nc2ccc(NC(=O)Cc3ccccc3F)cc2s1 | -11% | -1% | -0.3% | 1% | -4% | nt | -18%
CCS(=O)(=O)c1ccc2oc(SCC(=O)Nc3ccc(OC)c(OC)c3)nc2c1 | -1% | 14% | -1.1% | -2% | -1% | 22%[46 µM] | -1%
COC(=O)CCCC1=CC2=C(c3ccccc3)C(=O)C(C)(OC(=O)C3CCCC3)C(=O)C2=CN1Cc1ccc(OC)cc1 (centres undefined) | -3% | -38% | -7.8% | 3%[17.5 µM] | ? | -4%[9.22 µM] | -4%[7.66 µM]
CN(C)c1ccc(/C=N/Nc2cc(N3CCOCC3)nc(N3CCOCC3)n2)cc1 | 6% | -23% | -2.5% | 27% | -3% | nt | 1%
CSc1ccccc1C(=O)Nc1ccccc1C(=O)N1CCCC1 | 0% | 10% | 2.1% | 1% | 0% | -8%[46 µM] | -3%
Cc1cccc(OCc2nnc3n2CCCCC3)c1 | -17%[38.3 µM] | 6%[46.1 µM] | 0.6% | 1% | 2% | -5% | -1%
CCCn1c(=O)c(C(=O)c2ccccc2)nc2ccccc21 | -8%[38.3 µM] | -10%[46.1 µM] | -3.8% | 0% | -7% | 16% | -3%
CCC(C)Sc1nc2c(c(=O)[nH]c(=O)n2C)n1Cc1ccc(Cl)cc1 (centres undefined) | 21%[38.3 µM] | 4%[7.67 µM] | 1.6% | 9% | -5% | 0% | -5%
O=C(c1cccc([N+](=O)[O-])c1)c1cc2ccccc2o1 | 8% | -1% | -0.9% | 2% | 4% | -4% | -2%
CCn1c(NC(=O)C(C)C)c(-c2cccs2)c(=O)c2ccccc21 | nt | -22% | 0.1% | -5% | -2% | nt | nt
CC1Cc2nc(SCC(=O)Nc3ccccc3F)n(C)c(=O)c2S1 (centres undefined) | 4% | -10%[46.1 µM] | -0.8% | 5% | 1% | -14% | 3%
Cc1ccc(/C=C/C(=O)Nc2ccc([N+](=O)[O-])cc2)o1 | nt | -22%[46.1 µM] | 0.5% | 5% | 6% | 6% | nt
CN1CCC/C1=C/C=C1\SC(=S)NC1=O | 54%[activator] | -50% | 1.0% | -6% | -17% | ? | 2%
O=C(NCc1cccs1)c1nc(-c2cccs2)no1 | -2% | -5% | -1.5% | -3% | 4% | nt | 0%
O=C(c1cccc(F)c1)N1CCC2(CC1)CCN(c1ccncc1)CC2 | -4% | nt | nt | 4% | nt | nt | 1%
CCC(=O)Nc1ccc(N2CCC(C)CC2)cc1 | -4% | -5%[46.1 µM] | -1.0% | 0% | 3% | -21% | 1%
FC(F)(F)c1cccc(Cc2noc(CN3CCSCC3)n2)c1 | nt | 5% | 0.5% | 2% | 16% | nt | nt
COCc1cc(=O)[nH]c(/N=C(\N)Nc2c(F)cccc2F)n1 | nt | 4% | 0.1% | -5% | -2% | nt | nt
CCOC(=O)N1CCN(CC(O)COc2c(C)cccc2C)CC1 (centres undefined) | -5% | 10% | 0.0% | -9% | -6% | -6% | 1%
CCCn1c(N)c(Sc2ccc([N+](=O)[O-])cc2)c(=O)n(CCC)c1=O | 2% | -15% | 0.0% | 0% | 8% | 1%[9.22 µM] | 1%
COc1ccc(C(=O)N2c3ccccc3C(=O)OC2c2ccc3c(c2)OCO3)cc1 (centres undefined) | 27%[38.3 µM] | ? | 0.0% | -22% | 15% | -5% | -3%
COC(=O)C1=C(C)N(Cc2ccccc2)C(=O)N[C@@H]1c1ccccc1 | 9% | nt | 0.3% | 2% | 15% | nt | 0%
CCN(CCCNC(=O)COc1cc(=O)n(CC)c2ccccc12)c1ccccc1 | 10% | 5%[46.1 µM] | 0.1% | -18% | -13% | ? | 1%
C#CCNC(=O)C1=C[C@H](c2cn(C(C)=O)c3ccccc23)[C@@H](CCCO)[C@H](OCC)O1 | 3% | 1% | -0.5% | 4% | 5% | nt | nt
Cc1ccccc1OCC(=O)N(Cc1cccs1)C1CCS(=O)(=O)C1 (centres undefined) | 2%[38.3 µM] | 0%[46.1 µM] | -0.1% | -16% | 5% | 4% | 2%
O=C(CSc1nc2[nH]ncc2c(=O)n1-c1ccccc1)NCCc1ccccc1 | 0% | -4% | 2.6% | -4% | 3% | -1%[9.22 µM] | 5%
COC(=O)C/C=C/[C@@H](C)[C@H](OC)c1c(Br)ccc2c1OCO2 | 17% | nt | 0.0% | 3% | -6% | nt | 0%
Cc1cc(C)nc(NS(=O)(=O)c2ccc(NC(=S)NC(=O)CC(C)C)cc2)n1 | -2% | ? | -1.2% | -1% | 8% | -1% | 6%
O=C(CCn1c(=O)oc2ccccc21)NC1=NCCS1 | 0% | 7%[46.1 µM] | -1.0% | -4% | 1% | -10% | 2%
O=C(NCc1ccco1)C1CCCN(S(=O)(=O)Cc2ccccc2)C1 (centres undefined) | 22%[38.3 µM] | 5%[46.1 µM] | -1.0% | 9% | 11% | 6% | -4%
COc1ccc(C(=O)N/N=C/c2cccc3cccnc23)cc1 | 7%[38.3 µM] | -14%[46.1 µM] | 3.7% | -16% | ? | ? | -5%
Cc1cccc(C)c1OC(=O)CSc1nnc(-c2ccccc2)o1 | 3% | 5%[46.1 µM] | 4.7% | 3% | 8% | -3% | 0%
C=CCNC(=O)c1ccc2c(=O)n(CCCN3CCCC3=O)c(=S)[nH]c2c1 | 12% | 10% | 0.0% | 0% | 13% | nt | -1%
CC(C)(C)C(=O)OCc1nc(-c2ccc(C(F)(F)F)cc2)cs1 | nt | -5% | -0.2% | -5% | 26% | nt | nt
O=C(NC1CCCC1)C1CCC(=O)N1C1CCCC1 (centres undefined) | -10%[38.3 µM] | -4%[46.1 µM] | -2.2% | 11% | 1% | 0% | -5%
CC(=O)n1cc(C2C(=O)CCCC2=O)c2ccccc21 | 4%[38.3 µM] | -10%[46.1 µM] | 4.4% | -3% | 9% | 5% | -4%
Cc1ccc(S(=O)(=O)N2CCN(Cc3ccccc3)CC2)c(C)c1N(C)S(=O)(=O)c1ccccc1 | 9% | -16%[46.1 µM] | 1.0% | 2% | 0% | ? | 1%
CSc1ccc(CNc2cccc3ccccc23)cc1 | 34%[38.3 µM] | -27%[46.1 µM] | 0.0% | 3% | 4% | -23% | -4%
CCC(=O)N(Cc1ccco1)c1nc(C(=O)Nc2ccc(Cl)cc2)c(C)s1 | 10% | -49% | 1.1% | 0% | -2% | ? | -1%
COc1ccc(OCCSc2nc3ccccc3n2CC(=O)O)cc1 | 19%[38.3 µM] | -10%[46.1 µM] | 0.0% | 2% | 1% | -3% | 1%
COCCn1c(=O)cnc2cnc(Oc3ccc(OC)cc3)nc21 | -8% | nt | nt | -23% | nt | 4% | nt
CCOc1ccc(-c2nnn(CC(=O)N3CCCC3)n2)cc1OCC | 7% | -7%[46.1 µM] | 1.2% | 2% | 10% | -7% | -4%
COC(=O)C1(C)CN(S(=O)(=O)c2ccc(C)cc2)c2cc(OC)ccc2C1=O (centres undefined) | 10% | -1% | 0.0% | -1% | 1% | ? | -2%
CCCCNC(=O)CSc1nc2n[nH]c(C)c2c(=N)n1-c1cccc(Cl)c1C | 8% | ? | -0.2%&1.0% | -4% | -1% | -1%[46 µM] | 0%
C=C(C)c1cccc(C(C)(C)NC(=O)N2CCCC2)c1 | 4% | -8%[46.1 µM] | -1.0% | -1% | -3% | -6% | -1%
CC1CCCN(S(=O)(=O)c2ccc(NC(=O)CCN3C(=O)c4ccccc4C3=O)cc2)C1 (centres undefined) | nt | -24%[46.1 µM] | -1.0% | -8% | 0% | 1% | nt
CCC(C)Cn1c(C)nc2ccccc21 (centres undefined) | 12%[38.3 µM] | 10%[46.1 µM] | -1.8% | -1% | 4% | ? | -6%
CCN(CC)CC1(O)CCN(C(=O)c2ccc(Cl)c(Cl)c2)CC1 | 18% | 6% | 0.1% | -5% | 7% | nt | 3%
COCCn1c(SCC(=O)Nc2cc(C(C)(C)C)nn2-c2ccccc2)nc2ccccc2c1=O | 1% | 6% | -0.3% | -5% | 8% | -3% | -2%
S=C(NCC1CCCO1)NC1CCCC1 (centres undefined) | 2% | 14% | -0.6% | 5% | 5% | ? | 0%
COc1ccc(CCN(C(=S)Nc2ccccc2)C2CC(=O)N(c3ccccc3)C2=O)cc1 (centres undefined) | 3%[38.3 µM] | ? | -1.1% | 5% | -3% | 2% | -3%
C/C(=N\NC(=O)CSc1nnc(C)s1)c1ccc(Cl)cc1 | -1% | 23% | -1.0% | -5% | 0% | -10% | -1%
CC(=O)Nc1sc2c(c1-c1nc3ccccc3s1)CCN(C(C)C)C2 | 21% | 36% | 4µM* | 11% | 23% | nt | nt
O=C(O)CCNc1nc(C(F)(F)F)nc2ccccc12 | 2% | 20% | -0.1% | -2% | 10% | -6%[46 µM] | 1%
COc1ccc(-n2nnnc2SCC(=O)NCc2cccs2)cc1 | 3% | -8% | 0.0% | -13% | 2% | nt | 1%
Cc1c(Cl)c([N+](=O)[O-])nn1CCCC(=O)Nc1c(C)n(C)n(-c2ccccc2)c1=O | 24% | 14% | 0.9% | 3% | 1% | nt | -1%
Cc1ccc(S(=O)(=O)C2(C(=O)NC3CCCCC3C)CC2)cc1 (centres undefined) | -2% | 3% | -4.8% | -5% | 7% | 14%[46 µM] | -1%
CC1CCN(C2=NC(=O)/C(=C/c3cn(-c4ccccc4)nc3-c3cccc(S(=O)(=O)N(C)C)c3)S2)CC1 | -6%[38.3 µM] | -14%[46.1 µM] | 4.1% | 16% | 0% | -1% | 0%
CC1(C)[C@@H](OC(=O)CCC(=O)O)CC[C@@]2(C)[C@H]1CC[C@@]1(C)[C@H]2C(=O)C=C2[C@H]3C[C@](C)(C(=O)O)CC[C@]3(C)CC[C@@]21C | 16% | nt | 2.4%[16.9 µM] | -3%[29.1 µM] | 10%[21.7 µM] | ? | -4%[17.1 µM]
CC(C)N1CC(O)=C(c2ccccc2)C1=N | -15%[38.3 µM] | -16%[46.1 µM] | -2.7% | 0% | 13% | -3% | -5%

Only part of the results is shown; count on the stated rates, not on these rows.
